# APOBEC3G inh: APOBEC3G (human) deaminase inhibition. Q9HC16. recombinant A3G, ssDNA deamination FAM/TAMRA fluorescence. inhibition, % at 20 µM. 330,000 tested, 0.28% active;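 active = inhibition of at least 40% at 20 µM, with no more than 30% in the related APOBEC3A deaminase screen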;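 also: plate controls were DMSO wells with A3G for no effect and wells lacking A3G enzyme for full effect; some compounds called inactive have numbers as strong as hits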
# Target sequence (Q9HC16 whole entry, looked up): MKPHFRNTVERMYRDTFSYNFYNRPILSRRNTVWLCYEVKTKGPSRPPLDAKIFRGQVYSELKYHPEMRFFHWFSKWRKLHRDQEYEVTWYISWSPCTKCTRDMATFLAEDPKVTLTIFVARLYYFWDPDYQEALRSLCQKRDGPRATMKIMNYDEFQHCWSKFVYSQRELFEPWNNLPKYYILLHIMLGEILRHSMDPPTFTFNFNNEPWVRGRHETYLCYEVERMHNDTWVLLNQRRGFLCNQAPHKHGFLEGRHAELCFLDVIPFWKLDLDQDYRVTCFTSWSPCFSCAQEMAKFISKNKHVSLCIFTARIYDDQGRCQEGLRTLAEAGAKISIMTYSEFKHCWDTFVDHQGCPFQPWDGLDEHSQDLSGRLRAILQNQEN
# SENP8 block-1: SENP8 (human) protease inhibition. Q96LD8. recombinant SENP8, Nedd8 substrate fluorescence. inhibition, % at 20 µM. 360,000 tested, 0.64% active. AID 602440; in the data active = inhibition mostly above about 40%, no sharp cut-off; inactive = mostly below about 27%
# UBC13 polyUb: blocks human UBC13 polyubiquitin chain formation. P61088. TR-FRET. inhibition, % at 20 µM. 330,000 tested, 0.47% active; in the data active = inhibition above about 45%, passing the limit was not always enough
# Apaf1 inhib: inhibitors of human Apaf-1 apoptosome; O14727; reconstituted apoptosome caspase-3 activity, DEVD-Rh110 fluorescence; inhibition, % at 20 µM; 330,000 tested, 0.71% active; AID 489030; active = inhibition of at least 40% at 20 µM;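 also: plate controls were DMSO wells for no effect and DEVD-CHO caspase inhibitor wells for full effect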
#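 Assay system – apoptosome proteins · Medium – Hepes buffer, pH 7.5 · Also added – cytochrome c with DEVD-Rh110 · Timing – 30 min compound preincubation, 50 min activation, room temperature · Detection – Rh110 fluorescence, excitation 480 nm, emission 540 nm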
# SENP8 block-2: blocks the human protease SENP8. AID 2540. 330,000 tested, 1.2% active. purified SENP8, Z-RLRGG-aminoluciferin cleavage, luminescence. Q96LD8. inhibition, % at 10 µM; in the data active = inhibition above about 50%
# SENP6 block: blocks the human protease SENP6; Q9GZR1; Recombinant SENP6 catalytic domain, aminoluciferin luminescence; inhibition, % at 10 µM; 330,000 tested, 1.8% active;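 active = inhibition above about 50% at the single tested dose, limit read from the data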;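 also: plate controls were DMSO wells with enzyme for no effect and DMSO wells lacking enzyme for full effect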
# SENP7 block: SENP7 protease inhibition | Q9BQF6 | recombinant SENP7, Z-RLRGG-aminoluciferin luminescence, 40 min | inhibition, % at 5 µM | 330,000 tested, 1.5% active | AID 434973;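 active = inhibition above about 50% at the single test dose, limit read from the data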;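 also: plate controls were DMSO with enzyme for no effect and no enzyme buffer wells for full effect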
# Target sequence (Q9BQF6 706-1050 limits assumed): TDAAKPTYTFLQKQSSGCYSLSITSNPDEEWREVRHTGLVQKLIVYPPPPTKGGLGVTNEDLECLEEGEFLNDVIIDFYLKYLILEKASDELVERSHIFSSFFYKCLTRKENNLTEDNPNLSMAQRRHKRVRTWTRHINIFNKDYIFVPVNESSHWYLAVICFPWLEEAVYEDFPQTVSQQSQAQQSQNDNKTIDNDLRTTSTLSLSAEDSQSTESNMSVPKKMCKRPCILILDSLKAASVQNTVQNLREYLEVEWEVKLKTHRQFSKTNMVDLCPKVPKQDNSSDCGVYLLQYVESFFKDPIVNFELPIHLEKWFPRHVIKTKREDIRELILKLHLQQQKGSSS
# SENP1 inh: SENP1 (human) catalytic domain inhibition; Q9P0U3; inhibition, % at 10 µM; recombinant SENP1 catalytic domain, CyPet-SUMO1-YPet FRET cleavage; 360,000 tested, 0.21% active; AID 624204;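 active = inhibition at least 30% at 10 µM, raw YFP signal under a set limit, fluorescence ratio 0.5 to 1.5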;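 also: 0% = enzyme with DMSO and 100% = no enzyme wells; some results filed as inactive read as strong as hits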
# Target sequence (Q9P0U3 419-644 limits assumed): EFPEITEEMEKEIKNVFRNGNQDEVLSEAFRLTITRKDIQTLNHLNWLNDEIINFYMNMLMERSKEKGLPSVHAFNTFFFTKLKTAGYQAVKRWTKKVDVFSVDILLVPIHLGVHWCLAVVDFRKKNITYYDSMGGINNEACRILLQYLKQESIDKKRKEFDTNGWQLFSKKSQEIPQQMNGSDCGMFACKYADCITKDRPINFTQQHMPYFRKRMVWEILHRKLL
#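 Controls: no-enzyme wells low, DMSO-plus-enzyme wells high control. Test system: human recombinant His6-tagged SENP1 catalytic domain enzyme. Reagent: SFCypet-SUMO1-SFYpet FRET protein substrate, 25 nM final. Doses: one dose per compound, 10 µM, 0.5% DMSO. Detection: FRET, CFP and YFP emission. Timing: 50 min reaction at room temperature.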
# An asterisk follows results filed as active.
SMILES,APOBEC3G inh,SENP8 block-1,UBC13 polyUb,Apaf1 inhib,SENP8 block-2,SENP6 block,SENP7 block,SENP1 inh
CC(/C=C/C(=O)c1ccc(C)cc1)=C\c1ccccc1,-6.6,46.2*,-4.8,25.8,-17.1,-0.8,3.4,-0.5
Cn1c(=O)cc(-c2ccccc2)c2ccccc21,-5.7,-26.2,-3.1,4.2,-9.8,-20.8,-9.5,2.3
O=C(Nc1nc(N2C(=O)c3ccccc3C2=O)n(-c2ccccc2)n1)c1ccc(Cl)cc1,-4.6,7.7,-21.4,-5.6,0.8,-3.1,11.2,-0.2
Cn1c(CNS(=O)(=O)c2ccc(Br)cc2)n[nH]c1=S,8.3,13.2,4.6,-2.2,5.8,-0.9,-4.8,-0.3
CCC1=Nc2cc(C(=O)NCCN3CCCC3)ccc2Sc2ccc(C)cc21,-1.4,16.9,17.6,12.7,7.5,8.8,2.7,-12.4
CCC(C)(C)NC(=O)Cc1ccccc1OC,-8.1,8.1,-10.3,-9.9,0.1,0.3,1.8,2.3
COc1cccc(C2CC(c3ccc(Cl)cc3)Nc3nc(N)nn32)c1 (stereo unspecified),-8.7,-40.9,9.7,-16.8,0.2,6.9,-0.2,-0.3
CCOc1ccc(C(=O)Nc2ccccc2OC(F)F)cc1,-3.6,35.2,-1.0,-12.6,3.8,3.8,-1.2,1.3
Cc1onc(-c2c(F)cccc2Cl)c1C(=O)OCC(=O)NC1CC1,-6.5,-2.2,1.4,-8.8,-0.9,-28.8,4.0,2.2
CC(C)C(=O)N1CCc2cc(-c3csc(N)n3)ccc21,4.1,-106.8,4.6,-3.3,5.6,0.4,3.3,-4.9
CC1CCN(C(=O)CSc2nc(C(C)C)nc3c2c(=O)n(C)c(=O)n3C)CC1,3.3,-15.2,9.9,8.7,-3.7,-4.9,-6.5,-2.0
N#C/C(C(=S)Nc1ccccc1)=C1/NN=C(N2CCOCC2)N1c1ccccc1,-6.8,7.4,-10.9,0.1,4.8,12.1,-1.2,2.9
CCCCOC(=O)N1CCOCCOCCOCCOCC1,-0.5,7.2,0.4,4.4,2.9,-10.5,1.4,-0.9
Cc1nn(S(=O)(=O)c2ccc(Cl)cc2)c(C)c1S(=O)(=O)N1CCOCC1,-3.4,9.4,-7.3,-1.0,-1.1,-8.3,8.2,2.2
Cc1cc(=O)c(C(=O)O)nn1-c1cccc(C(F)(F)F)c1,-3.8,3.7,-1.0,0.1,0.8,-1.5,-3.6,2.5
Cc1ccc(NC(=O)NCC(c2cccnc2)N2CCOCC2)cc1 (stereo unspecified),-0.5,8.4,-5.2,10.8,-2.5,-3.2,-4.3,1.9
CCC(C)c1ccc(OCC(=O)Nc2ccc(Cl)cn2)cc1 (stereo unspecified),-0.9,13.8,2.8,11.1,-1.2,-8.6,-5.9,0.9
CC1C(c2ccccc2)=[N+]([O-])C2(CCCCC2)N1O (stereo unspecified),-1.7,9.8,-0.3,-1.7,-1.2,-0.8,16.6,2.1
CCC(=O)N(c1ccc(F)cc1)C1C=CS(=O)(=O)C1 (stereo unspecified),7.3,8.3,7.6,4.6,-22.1,6.0,95.4*,2.3
Cc1nnc(SCC(=O)NC2CC2)n1-c1ccccc1,-8.0,2.9,4.5,-10.8,2.9,-0.5,-8.2,2.5
Cc1ccccc1N1C(=O)CN(Cc2sccc2C)C1=S,1.3,15.3,5.8,10.4,0.5,-5.6,0.3,3.8
Cc1cc(C)nc(N2CCC(C(=O)NCCc3ccc(F)cc3)CC2)n1,1.8,-46.4,5.5,1.0,1.7,-14.2,-7.8,1.4
Cc1noc(C)c1C(=O)Nc1ccc(C#N)cc1,-7.1,-0.4,7.4,1.7,2.6,-3.9,1.8,0.9
CCC(CC)c1nnc(NC(=O)c2cc(C(=O)OC)cc([N+](=O)[O-])c2)s1,-1.6,0.6,-13.5,6.2,0.7,10.7,5.5,3.8
COc1ccc(NC(=O)c2cc(C)nc3ccccc23)cc1S(=O)(=O)N1CCOCC1,-3.6,10.5,4.1,-2.1,-1.9,-17.4,6.2,1.1
# Remaining list, next part.
SMILES,APOBEC3G inh,SENP8 block-1,UBC13 polyUb,Apaf1 inhib,SENP8 block-2,SENP6 block,SENP7 block,SENP1 inh
CCOC(=O)c1c(NC(=O)CCCN2CCOCC2)sc2c1CC(C)(C)OC2,1.3,-26.2,1.5,3.5,-2.5,-2.9,7.9,-2.5
COCc1cc(=O)[nH]c(Nc2nc3ccccc3o2)n1,1.4,-151.3,80.7*,6.7,-8.6,-3.3,6.0,1.3
Nc1ccc(C(=O)N/N=C/c2cn(Cc3ccccc3F)c3ccccc23)cc1,-12.4,-220.1,-4.9,15.6,-8.2,1.8,-5.3,-0.3
COc1ccc(NC(=O)CSc2nnc(N)s2)cc1S(=O)(=O)N1CCCCC1,-7.8,14.1,4.6,-1.4,-3.3,-2.3,-2.1,2.7
COc1ccc2c(c1)[nH]c1c(N3CCSCC3)ncnc12,-4.0,-181.6,-2.9,-2.4,-7.7,7.9,-4.8,-8.3
CC(C)(C)c1cc(C(=O)N/N=C/c2ccccc2O)n(-c2ccccc2)n1,-0.4,-2.3,-4.3,20.8,4.8,3.3,-1.8,-5.6
Cc1ccc(S(=O)(=O)N(C)C)cc1NC(=O)c1cc(-c2ccco2)nc2ccccc12,10.1,-404.1,8.5,5.7,-5.9,-15.3,-6.8,-2.6
CCCN(Cc1nnc(-c2cccs2)o1)C(=O)CN1C(=O)NC2(CCCCC2C)C1=O (stereo unspecified),-4.6,6.1,-12.8,-3.0,-13.9,-13.6,-4.2,-0.3
CCS(=O)(=O)c1ccc2oc(SCC(=O)NC3CCCC(C)C3C)nc2c1 (stereo unspecified),-4.1,-4.3,-0.2,-8.2,5.6,-3.7,1.4,0.8
CC(C)NC(=O)c1ccc(COc2ccc(C(C)(C)C)cc2)o1,-7.1,14.8,-1.7,16.5,-13.1,-11.8,-3.5,3.0
Cc1ccccc1NC(=S)NCc1ccc2c(c1)OCO2,-9.7,22.0,7.5,-2.1,0.1,0.8,15.6,-0.4
CC(=O)c1ccc(S(=O)(=O)Nc2ccc(-c3ccc4nnc(C)n4n3)cc2)cc1,2.0,-34.2,-12.2,-3.4,-13.4,-18.1,0.2,3.6
Cc1c(C)n(CCc2c[nH]c3ccccc23)ccc1=O,-7.9,5.6,11.9,-16.7,1.7,6.1,9.4,1.7
CCCc1[nH]nc2c1C(c1cc(OC)ccc1F)C(C#N)=C(N)O2 (stereo unspecified),-6.8,13.6,-5.9,-8.4,-0.8,8.2,-12.8,-1.4
O=C(CNS(=O)(=O)c1ccccc1)N1CCc2ccccc2C1,-1.8,-0.4,-2.6,-13.1,-10.4,-10.7,7.0,1.3
CCCc1cc(=O)oc2cc(C)cc(OCC(=O)O)c12,0.2,-354.9,7.2,6.0,-10.0,-4.6,-4.2,0.5
CCNC(=O)N1CCN(S(=O)(=O)c2ccc3c(c2)OCCCO3)CC1,-3.3,5.5,-14.4,-0.1,-7.0,-6.3,-7.6,0.4
O=S(=O)(NCCSc1ccc(Cl)cc1)c1ccc(F)cc1,-6.9,8.2,7.5,-2.7,-7.4,2.9,-0.8,1.8
Cn1c(CN2CCOCC2)nc2cc(NC(=O)c3ccc(F)cc3)ccc21,-3.8,-4.2,-7.9,-10.5,-9.6,-36.7,-13.0,-7.5
COC(=O)c1ccccc1NC(=O)c1ccccc1OC,-9.7,5.6,10.1,1.5,8.8,3.6,9.0,-0.2
CCC(=O)Nc1ccc(S(=O)(=O)Nc2c(NC)c3ccccc3oc2=O)cc1,-6.4,-12.3,10.2,-13.2,-7.3,-15.0,-3.0,-0.3
O=C(COC(=O)/C=C/c1cccs1)Nc1ccc(Cl)cc1F,-2.2,-0.3,2.5,-1.1,-2.4,-22.0,1.9,3.0
C=CCc1c(OC)ccc2c1c(S(=O)(=O)c1ccc(C)cc1)cn2COC,-2.6,-2.6,-0.1,20.4,-1.1,12.4,6.5,-1.3
O=C(NCCc1c[nH]c2ccc(Cl)cc12)c1ccc([N+](=O)[O-])cc1,-5.1,27.0,18.1,-17.7,-2.1,-29.9,-1.7,1.4
CCn1c(SCC(=O)NC2CCCC2)nnc1-c1ccoc1C,-8.9,-3.7,5.3,1.3,3.8,-22.2,3.7,2.7

# Structures above that have a cyano group:
SMILES,APOBEC3G inh,SENP8 block-1,UBC13 polyUb,Apaf1 inhib,SENP8 block-2,SENP6 block,SENP7 block,SENP1 inh
N#C/C(C(=S)Nc1ccccc1)=C1/NN=C(N2CCOCC2)N1c1ccccc1,-6.8,7.4,-10.9,0.1,4.8,12.1,-1.2,2.9
Cc1noc(C)c1C(=O)Nc1ccc(C#N)cc1,-7.1,-0.4,7.4,1.7,2.6,-3.9,1.8,0.9
CCCc1[nH]nc2c1C(c1cc(OC)ccc1F)C(C#N)=C(N)O2 (stereo unspecified),-6.8,13.6,-5.9,-8.4,-0.8,8.2,-12.8,-1.4

# (more compounds)
SMILES,APOBEC3G inh,SENP8 block-1,UBC13 polyUb,Apaf1 inhib,SENP8 block-2,SENP6 block,SENP7 block,SENP1 inh
CC(C)(C)OC(=O)N1CCCC(C(=O)Nc2ccc(C(=O)N3CCCCC3)cc2)C1 (stereo unspecified),-4.6,14.4,11.7,10.4,3.3,17.2,-1.9,1.4
O=C(CCCN1C(=O)/C(=C\c2ccccc2)SC1=S)N1CCOCC1,-10.1,26.4,-15.3,15.5,32.5,36.1,41.7,0.9
CCOc1ccc(CCNC(=O)CN2C(=O)CCSc3ccccc32)cc1,-6.1,25.1,-1.4,-0.9,2.6,1.2,-9.3,1.9
O=C(Nc1ccc(CN2CCS(=O)(=O)CC2)cc1)c1ccc(C(F)(F)F)cc1,-9.4,12.3,5.3,-25.6,-4.4,-1.3,2.4,0.0
Cc1c(Br)c([N+](=O)[O-])nn1CCCC(=O)Nc1sc2c(c1C(N)=O)CCC(C)C2 (stereo unspecified),-5.8,-209.6,10.5,0.4,2.9,8.4,-2.4,-10.8
Cc1onc(-c2c(Cl)cccc2Cl)c1NC(=O)N(C)N,-5.8,21.9,-7.5,-12.7,-10.6,-8.3,-7.4,-1.0
CCN(CC(=O)Nc1cc(Cl)ccc1C)C(=O)CCOc1ccc(C)cc1,-9.1,5.4,4.0,11.5,-17.0,-11.8,-5.9,-2.8
Cc1cc(=O)[nH]c(=O)n1Cc1ccccc1,-4.1,12.0,-18.9,-1.2,-5.0,-20.1,-9.2,3.0
COc1ccccc1N(C)S(=O)(=O)c1ccc(C(=O)OCC(=O)Nc2ccc(C(N)=O)cc2)cc1,-9.7,5.7,2.8,-4.2,3.3,10.2,2.1,-0.6
CCCCC1CC(C)(C(=O)CSc2nc3ccccc3s2)OC1=O (stereo unspecified),-8.2,1.0,-5.4,18.8,-0.2,23.5,-2.4,-0.6
CC(=O)N(C)c1ccc(OCC(O)COc2ccc(N(C)C(C)=O)cc2)cc1,-3.1,4.8,1.6,-4.3,-3.9,-11.9,-2.5,0.8
CCN(c1cccc(C)c1)S(=O)(=O)c1ccc2[nH]c(=O)c(=O)[nH]c2c1,-0.6,-101.2,6.2,-1.0,9.4,-13.8,5.3,2.4
CC(C)(C)N1CC23CCC(C[C@@H]2C1=O)O3 (stereo partly specified),-12.2,11.6,-7.5,-6.1,-7.1,-4.0,2.7,-0.1
COc1ccc(C2CC(c3cccs3)Nc3nnnn32)cc1 (stereo unspecified),-12.6,15.6,-14.2,5.3,-12.1,-9.0,-4.5,0.3
CCC(CC)NC(=O)Cc1ccccc1[N+](=O)[O-],3.6,22.9,-4.2,5.6,7.6,5.6,-0.8,3.2
O=C(CNC(=O)c1ccco1)OC(C(=O)c1ccccc1)c1ccccc1 (stereo unspecified),-4.5,12.3,1.1,-2.1,7.4,10.3,1.7,-11.9

# Screens: PubChem BioAssay, Sanford-Burnham Center for Chemical Genomics
